High-throughput results: PubChem, National Center for Advancing Translational Sciences (NCATS)
KAT2A inh: qHTS Assay for Inhibitors of GCN5L2. GCN5L2 HAT assay, ThioGlo1 CoA-SH fluorescence. Potency, µM (doses to about 58.9 µM), inactives show top-dose activity change, negative = inhibition, hits mostly inhibitors. 0.21% of 390,000 active
Target sequence (Q92830 whole entry, looked up): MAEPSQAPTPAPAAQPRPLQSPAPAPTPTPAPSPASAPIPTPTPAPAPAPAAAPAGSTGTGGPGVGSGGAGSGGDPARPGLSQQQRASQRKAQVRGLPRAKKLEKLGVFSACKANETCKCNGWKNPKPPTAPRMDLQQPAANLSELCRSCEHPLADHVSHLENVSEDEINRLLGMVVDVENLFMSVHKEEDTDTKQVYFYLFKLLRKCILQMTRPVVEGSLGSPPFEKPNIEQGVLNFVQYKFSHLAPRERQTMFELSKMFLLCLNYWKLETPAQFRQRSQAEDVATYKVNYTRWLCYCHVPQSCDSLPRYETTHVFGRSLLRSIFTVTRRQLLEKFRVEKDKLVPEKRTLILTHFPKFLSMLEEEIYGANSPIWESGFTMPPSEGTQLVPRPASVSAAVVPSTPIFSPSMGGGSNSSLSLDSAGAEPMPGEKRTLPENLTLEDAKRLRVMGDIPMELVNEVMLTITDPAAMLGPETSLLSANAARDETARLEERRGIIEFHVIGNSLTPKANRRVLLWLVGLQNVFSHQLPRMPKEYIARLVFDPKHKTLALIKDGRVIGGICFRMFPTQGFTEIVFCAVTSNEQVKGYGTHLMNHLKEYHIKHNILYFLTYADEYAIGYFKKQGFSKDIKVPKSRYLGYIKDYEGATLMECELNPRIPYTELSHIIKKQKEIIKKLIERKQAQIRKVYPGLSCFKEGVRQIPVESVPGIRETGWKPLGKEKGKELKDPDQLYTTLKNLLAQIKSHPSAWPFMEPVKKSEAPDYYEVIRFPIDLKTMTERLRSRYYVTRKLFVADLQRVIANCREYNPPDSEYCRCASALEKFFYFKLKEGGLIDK
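qHTS, 1536-well. 20nM enzyme, pH 7.5 HEPES/EDTA/Tween-20 buffer; 15 min compound preinc., RT. Start: 75uM H3(1-25), 70uM AcCoA, 50uM ThioGlo1. Read Ex340/Em540 at t=0 (autofluorescence flag) and t=20 min.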
TDP1 cell noCPT: qHTS for Inhibitors of human tyrosyl-DNA phosphodiesterase 1 (TDP1): qHTS in cells in absence of CPT | DT40 Tdp1-/- hTDP1 cells, no CPT, ATP luminescence, 48 h | Potency, µM (series often up to 46.2 µM), without a hit: at the highest dose activity change, negative = growth inhibition, hits mostly inhibitors | 15% of 420,000 active; also: nearly all actives have a fitted effect of over 55% in size
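Luminescent ATP content (CellTiter-Glo) served as the growth readout. Knockout chicken DT40 cells expressing human TDP1 were exposed to compounds without camptothecin for a minimum 48 hr at 37 °C.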
TDP1 cell CPT: qHTS for Inhibitors of human tyrosyl-DNA phosphodiesterase 1 (TDP1): qHTS in cells in presence of CPT. chicken DT40 Tdp1-/-;hTDP1 cells + 20 nM CPT, ATP luminescence, 48 h. Potency, µM (series often up to 46.2 µM), for inactives: at the top dose activity change, negative = growth inhibition, hits mostly inhibitors. 12% of 420,000 active. AID 686979, 2013; also: nearly all actives have a fitted effect of over 55% in size
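Cell growth measured by CellTiter-Glo luminescence after a minimum 48 h, 37 C compound exposure with 20 nM CPT in Tdp1-knockout DT40 cells stably expressing hTDP1, seeded 400/well; qHTS titration format.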
An asterisk follows results filed as active; ? = inconclusive; . = no result given; & = joins results of further samples. Calls follow the shape of the dose curve; as a rule, active = well fitted curve in the direction sought with a large enough effect; inconclusive = small, poorly fitted or top-dose-only effect, or another doubt; inactive = no such curve, though single readings can be large; an effect the other way counts as inactive or inconclusive. % is scaled to controls: 0 for no effect and ±100 for the full control effect; potency is read from the fitted curve at half-maximal effect.

SMILES	KAT2A inh	TDP1 cell noCPT	TDP1 cell CPT
COc1ccc(N2C(=O)c3ccccc3NC23CCCCC3)cc1	-4%	?	?
N#Cc1c(N)nc2c(c1-c1ccncc1)CCCCC2	-2%	-10%	?
Cc1ccc(S(=O)(=O)Nc2ccccc2-c2ccccc2)cc1	-19%	2.6µM*	2.6µM*
N#Cc1c(NC(=O)C(=O)NCCCN2CCOCC2)sc2c1CCCC2	-6%	1%	-3%
COc1cccc(/C=C/C(=O)OCC(=O)NCC2CCCO2)c1OC (stereo not given)	7%	-1%	-5%
CN1c2cccc3cccc(c23)N(C)C1c1cccs1	-2%	-14%	-4%
CCn1c(CN2CCCCC2)nc2cc(S(=O)(=O)N3CCCCC3)ccc21	5%	?	?
C/C(=N\NC(=O)Cc1ccccc1)c1ccc(Br)s1	-5%	2%	3%
CC1(c2cccc(Br)c2)NC(=O)NC1=O (stereo not given)	-2%	?	-9%
CCOC(=O)c1ccc(N2CCOCC2)c(NC(=O)COCC(=O)O)c1	-2%	-9%	3%
CCOc1ncccc1C(=O)OCC(=O)c1c(N)n(C)c(=O)n(C)c1=O	-2%	-20%	-8%
Cc1cc(C(=O)CSc2nc(N)cc(N)n2)c(C)n1CCc1ccc(F)cc1	?	?	?

Reprinted at random: 3 compounds from above, in no set order.
SMILES	KAT2A inh	TDP1 cell noCPT	TDP1 cell CPT
C/C(=N\NC(=O)Cc1ccccc1)c1ccc(Br)s1	-5%	2%	3%
COc1cccc(/C=C/C(=O)OCC(=O)NCC2CCCO2)c1OC (stereo not given)	7%	-1%	-5%
CN1c2cccc3cccc(c23)N(C)C1c1cccs1	-2%	-14%	-4%

Some entries already given, reduced to TDP1 cell noCPT and KAT2A inh:
SMILES | TDP1 cell noCPT | KAT2A inh
N#Cc1c(NC(=O)C(=O)NCCCN2CCOCC2)sc2c1CCCC2 | 1% | -6%
COc1cccc(/C=C/C(=O)OCC(=O)NCC2CCCO2)c1OC (stereo not given) | -1% | 7%
CN1c2cccc3cccc(c23)N(C)C1c1cccs1 | -14% | -2%
CCn1c(CN2CCCCC2)nc2cc(S(=O)(=O)N3CCCCC3)ccc21 | ? | 5%
C/C(=N\NC(=O)Cc1ccccc1)c1ccc(Br)s1 | 2% | -5%

Further structures
SMILES	KAT2A inh	TDP1 cell noCPT	TDP1 cell CPT
CC1Oc2ccccc2N(CC(=O)NCc2cccs2)C1=O (stereo not given)	0%	-4%	-2%
CCOC(=O)c1ccc(NC(=S)N2CCSC2c2ccc(Cl)cc2)cc1 (stereo not given)	-7%	16µM*	?
Cc1ccc(C)c(N2C(=O)c3cc(N4CCOCC4)c([N+](=O)[O-])cc3C2=O)c1	2%	5%	9%
COC(=O)CNC(=O)c1ccccc1F	-2%	-47%	-9%
COc1ccc(C(=O)NCC2CCCO2)cc1OC (stereo not given)	-6%	6%	13%
C=CCn1c(SCc2nc3sc(C(=O)O)c(C)c3c(=O)[nH]2)nnc1-c1ccc(C(C)(C)C)cc1	-1%	-4%	-8%
O=C(NNc1ccccc1[N+](=O)[O-])Nc1ccc(Cl)c(Cl)c1	-1%	?	?
NNC(=O)CSc1nnc(-c2ccccc2)n1-c1ccccc1	1%	-1%	-2%
COc1cccc(-c2nn(-c3ccccc3)cc2/C=C\C(=O)c2cccs2)c1	-13%	-28%	-27%
CC(C)c1ccc(NC(=O)C2CCN(S(=O)(=O)c3cccc4nonc34)CC2)cc1	-5%	-24%	-18%
Cc1ccccc1Cn1c(SCc2ccc(C(=O)NCc3cccs3)cc2)nc2ccncc21	-3%	18µM*	21µM*
COC(=O)c1ccc2[nH]c3cccc(/C(=C/c4ccccc4)c4ccccc4)c3c2c1	-4%	?	?
O=C(OCC(=O)C12CC3CC(CC(C3)C1)C2)c1ccc(O)cc1O	-7%	?	?
COc1ccc(C(=O)Nc2nnc(Cc3ccc(OC)c(OC)c3)s2)cc1	-3%	-19%	-30%
COc1ccc(-c2cc([C@H]3[C@@H]4C=CCC[C@@]4(C)C(=O)N3Cc3ccccc3)ccc2F)cc1OC	-6%	?	26µM*
CCC(C)N1CC(=O)N2Cc3[nH]c4ccccc4c3C[C@H]2C1=O (stereo not given in full)	-2%	-17%	-2%
Cn1cnc(S(=O)(=O)N2CCCCC2c2cc(C(=O)Nc3cccc(C#N)c3)no2)c1 (stereo not given)	.	-7%	?
CCC(=O)Nc1c(S(=O)(=O)c2ccc(C)cc2)c2nc3ccccc3nc2n1C(C)c1ccccc1 (stereo not given)	-16%	?	?
COc1ccccc1C(=O)Nc1ccccc1C(=O)NCc1ccco1	-3%	?	4%
O=C(NC1CCN(Cc2ccccc2)CC1)c1ccccc1NS(=O)(=O)c1ccc(F)cc1	-1%	?	?
CC1(C(=O)OCC(=O)Nc2nnc(-c3ccccc3)o2)CC1(Cl)Cl (stereo not given)	-19%	?	?
Cc1cccc(N2CCN(Cc3cnc(Cl)s3)CC2C)c1 (stereo not given)	?	-22%	4%
CCOC(=O)c1ccc(NC(=O)c2cccc(C)c2[N+](=O)[O-])cc1	-16%	-20%	2%
O=C(COc1ccc(S(=O)(=O)N2CCOCC2)cc1)NCCc1ccccc1	0%	-14%	19%
COc1ccc(C(=O)NCCCN2CCCC2=O)cc1S(=O)(=O)N1CCOCC1	.	8%	-3%
O=C(Cc1c(F)cccc1Cl)OCC(=O)N1CCN(c2ccccc2)CC1	-1%	?	18µM*
CC(NS(=O)(=O)c1ccccc1)C(=O)Nc1ccc(S(N)(=O)=O)cc1 (stereo not given)	-8%	-6%	-11%
O=C1CCCCC1C(O)(C(=O)c1ccccc1)c1ccccc1 (stereo not given)	.	?	1%
CC(=O)c1c[nH]c(C(=O)NCC2CCCO2)c1 (stereo not given)	-1%	-4%	-2%
COC(=O)c1c(C)[nH]c(C(=O)CC#N)c1C	1%	-23%	-25%
COc1ccccc1NC(=O)c1c(NC(=O)COc2ccccc2)sc2c1CCCCC2	2%	-4%	-3%
CC(=O)Nc1cccc(NC(=O)CSc2ccc(-c3cccnc3)nn2)c1	0%	-34%	-9%
Cc1c(C(=O)NCc2ccc3c(c2)OCO3)sc(=O)n1Cc1ccc(S(=O)(=O)N(C)C)cc1	.	16µM*	?
COc1ccc(-c2ccc(NC(=O)c3ccc(Br)o3)cc2)nn1	0%	?	?
Cn1cc(CN2CCC(n3nccc3NC(=O)c3ccc4c(c3)OCO4)CC2)cn1	.	2%	-2%
O=C1N=C(N2CCCCC2)S/C1=C\c1ccc(Br)cc1	-6%	?	-23%
COc1ccc(CCNC(=O)C(=O)NCCOc2ccccc2Cl)cc1OC	-3%	?	?
Cc1cc(C)c2nc(-c3ccccn3)cc(C(=O)Nc3ccc(S(=O)(=O)Nc4onc(C)c4C)cc3)c2c1	?	?	11%
O=C(Nc1ccc(S(=O)(=O)Nc2ncccn2)cc1)c1cccc([N+](=O)[O-])c1	.	1%	-27%
CCCc1cc(=O)oc2cc(C)c(CN3CCCC3)c(O)c12	?	16µM*	?
CCOC(=O)C1(Cc2cccc(Cl)c2)CCCN(C(=O)CCOC)C1 (stereo not given)	-6%	?	-9%
COc1ccc(CN2C(=O)c3ccccc3C2=O)cc1C(=O)Nc1ccccc1N1CCOCC1	-3%	16µM*	?
CCCCn1nc2cc(C(=O)NC3CCc4ccccc43)ccc2c1OCC (stereo not given)	?	?	?
CC(C)c1ccc(C(=O)Nc2ccc(S(=O)(=O)NC3=NCCCCC3)cc2)cc1	.	23µM*	16µM*
Cc1ccc(S(=O)(=O)Nc2cccc(S(=O)(=O)N3CCCC3)c2)cc1C	-10%	?	?
Cc1nn(-c2ccc(N3CCCC3)nn2)c(C)c1CCC(=O)N1CCN(c2ccccc2)CC1	0%	?	?
CC(=O)Nc1cccc(-c2ccnc3c2CC(C(=O)NCc2ccncc2)O3)c1 (stereo not given)	.	-20%	-6%
CC(C(=O)N1CCCC1)N1CCN(S(=O)(=O)c2ccc(OC(F)(F)F)cc2)CC1 (stereo not given)	2%	2%	-2%

Three compounds already listed, ordered by formula weight, lowest first:
SMILES	KAT2A inh	TDP1 cell noCPT	TDP1 cell CPT
CC(=O)Nc1cccc(-c2ccnc3c2CC(C(=O)NCc2ccncc2)O3)c1 (stereo not given)	.	-20%	-6%
Cc1ccc(S(=O)(=O)Nc2cccc(S(=O)(=O)N3CCCC3)c2)cc1C	-10%	?	?
COc1ccc(CN2C(=O)c3ccccc3C2=O)cc1C(=O)Nc1ccccc1N1CCOCC1	-3%	16µM*	?

Following part.
SMILES	KAT2A inh	TDP1 cell noCPT	TDP1 cell CPT
Cc1ccccc1-c1noc(-c2ccccc2C(=O)NCC2CCCO2)n1 (stereo not given)	-12%	18µM*	?
COc1ccc(C(=O)NCC2CCCO2)cc1S(=O)(=O)NCc1ccc(Cl)cc1 (stereo not given)	.	-21%	-18%
COc1cccc(C(=O)c2ccncc2C(=O)O)c1OC	.	-10%	14%
COCCNC(=O)c1cc2c(c(-c3cccc(-c4cccc(OC)c4)c3)n1)[C@H](CCO)N(S(=O)C(C)(C)C)C2 (stereo not given in full)	.	?	?
Oc1ccc(Nc2nc(-c3ccccc3)nc3ccccc23)cc1	-24%	?	?
COc1ccccc1CCC(=O)OCC(=O)NC1CCCCC1	?	17%	-4%
Cc1cccc(OCCNC(=O)CSc2ccc(C(F)(F)F)cc2[N+](=O)[O-])c1	1%	16µM*	?
CC1CCCC(NC(=O)CSc2ncnc3ccccc23)C1C (stereo not given)	-2%	?	?
Cc1ccccc1NC(=O)Cn1c(=O)n(Cc2ccccc2)c(=O)c2c(C)c(C)sc21	-1%&39%	?	?
CC(=O)Nc1cccc(C(=O)N(Cc2ccccc2)Cc2ccccc2)c1	-6%	-15%	-11%
CCOc1cc(/C=N/NC(N)=O)cc(Br)c1OCc1ccccc1F	-2%	?	-27%
COc1ccc(-n2c(Cc3cccn3C)nnc2SCC(=O)NC2CCCCC2)cc1	10%	-2%	?
CC(C)CN(C(=O)COc1cccc(-n2cnnn2)c1)C1CCS(=O)(=O)C1 (stereo not given)	2%	-1%	-4%
CC1=C(C(=O)OCc2ccccc2)C(c2ccc3ccccc3c2)NC(=O)N1CCCCCC(=O)O (stereo not given)	-8%	-15%	11%
CCN(C(=O)CN1CCN(c2ccc(OC)cc2)CC1)c1c(N)n(Cc2ccccc2)c(=O)[nH]c1=O	-6%	?	-18%
COC(=O)CC1C(=O)NCCN1C(=O)CSc1nnc(Nc2ccc(C)cc2)s1 (stereo not given)	0%	-4%	2%
Cc1ccccc1C(=O)Nc1cccc(OCc2cc(=O)n3c4c(sc3n2)CCCC4)c1	-1%	-25%	-20%
CC(C)CC(=O)N1CCN(S(C)(=O)=O)CC1	-6%	0%	10%
CCOC(=O)C1Sc2ccccc2NC1=O (stereo not given)	0%	9%	4%
O=C1OCCC1Sc1nc2ccccc2s1 (stereo not given)	-2%	-13%	6%
COc1ccccc1/C=N/NC(=O)c1nnn(-c2nonc2N)c1CN(C)c1ccccc1	-23%	?	-6%
O=C(NCC1CCCO1)c1cc2c([nH]c3ccccc32)c(-c2cccc(Cl)c2)n1 (stereo not given)	-3%	2.3µM*	4.1µM*
CCC(=O)NC(Nc1c(C)n(C)n(-c2ccccc2)c1=O)C(Cl)(Cl)Cl (stereo not given)	-5%	-20%	-11%
COc1cc(CN2CCC(N3CCC(C(=O)N4CCCC4)CC3)CC2)cc2c1OCO2	-13%	?	11%
O=S(=O)(c1cccc(Cl)c1)c1nnn2c1nc(NCc1ccc3c(c1)OCO3)c1sccc12	-7%	23µM*	?
COc1ccc2cc(C(=O)N/N=C/c3cc(OC)c(OC)c(OC)c3)[nH]c2c1	-13%	-9%	-22%
CCn1c(=O)c2sccc2n2c(CCC(=O)Nc3ccc(F)cc3)nnc12	-4%	?	?
